Source: PubChem BioAssay
Growth percent in the NCI-60 one-dose screen (48 h, 10 µM unless noted): 100 = growth as untreated, 0 = no growth, -100 = all killed.
SR = SR leukemia cells; 73,000 tested, 8.7% active; AID 1794780
K-562 = K-562 leukemia | AID 1794777 | 78,000 tested, 7.4% active
MCF7 = MCF7 breast cancer; 82,000 tested, 6.3% active
MDA-MB-468 = MDA-MB-468 breast cancer; AID 2202374; 78,000 tested, 8.5% active
MOLT-4 = MOLT-4 leukemia cells. 80,000 tested, 6.9% active
MDA-MB-435 = MDA-MB-435 melanoma. 82,000 tested, 7.8% active
RPMI-8226 = RPMI-8226 leukemia cells. 77,000 tested, 7.5% active
MDA-MB-231 = MDA-MB-231 breast cancer. 81,000 tested, 5% active
* hit, by the source's call; x = no result given; & = joins results of further samples. How the source made its calls: active means growth percent below 10; inactive means the rest. The order is random (roughly 15% active in at least one column).

SMILES	SR	K-562	MCF7	MDA-MB-468	MOLT-4	MDA-MB-435	RPMI-8226	MDA-MB-231
O=C(NNc1nc2cc(F)c(F)cc2n2cccc12)c1ccncn1	15	16	6.0*	-26*	8.9*	33	17	36
c1ccc(-c2ccc(-c3cc(-c4ccccc4)n(-c4ccccc4)n3)cc2)cc1	91	84	91	116	93	100	96	102
OC(c1ccccc1)C1CCCCC1 (stereo not drawn)	103	99	99	99	102	107	98	85
Cc1ccc(S(=O)(=O)Nc2ccc3c(c2)C(=O)c2ccccc2-3)cc1	x	125	95	98	115	100	101	80
COc1cc(-c2nc3ccccn3c2N)ccc1O	108	97	88	94	103	97	100	118
N#C/C(=C1C=C/C(=N/O)C(Br)=C/1)c1ccccc1	7.8*	9.5*	18	x	19	-64*	6.3*	28
O=C(Nc1ccc(N2CCNCC2)cn1)c1[nH]ncc1Nc1ncnc2sc3c(c12)CCC3	0.5*	-65*	-34*	-38*	14	-63*	-38*	-49*
O=C(O)c1cccc(O)c1O	103	106	99	97	121	101	90	98
Cn1cc(-c2cc(N)n3nc(-c4cn(C)c5ccc(Br)cc45)cc3n2)c2cc(Br)ccc21	-13*	5.1*	1.4*	98	49	31	64	63
CCCCCNC(=O)c1ccc(NC(=O)CCl)s1	30	49	77	68	69	86	96	86
COc1cccc(/C=C\C(=O)c2ccccc2)c1	48	31	12	69	29	73	6.2*	88
OC1CCC2CCCC2C1 (stereo not drawn)	114	123	100	103	125	100	99	112
CNc1nc2ccccc2n2c(-c3ccc(O)c(O)c3)cnc12	6.3*	11	4.3*	5.7*	11	-9.2*	9.2*	21
O=C1Nc2ccc(Br)cc2C1=N/C=c1\[nH]c(=O)/c(=C/c2ccccc2)s1	76	78	79	65	90	101	72	63
COc1ccc(Cn2c(NCCN=C(N)N)nc(=O)n(Cc3ccc(F)cc3)c2=O)cc1	85	94&90	93&93	33&57	88&85	109&100	92&88	103&107
CCOC(=O)CC1(C)NCCS1 (stereo not drawn)	100	127	99	83	104	107	95	78
CN(C)c1oc(-c2cc3ccccc3oc2=O)nc1C#N	91	90	79	83	98	102	104	103
CC(=O)OC[C@@]12CC[C@]3(C)[C@H](CC[C@@H]4[C@@]5(C)CC=C(OC(C)=O)C(C)(C)[C@@H]5CC[C@]43C)[C@H]1[C@@H](C)C(C)=C(/C(C)=N/O)C2	30	33	80	80	48	83	45	78
COC(=O)C1(C(=O)OC)C2C(=O)C3C(C21)C3(C(=O)OC(C)(C)C)C(=O)OC(C)(C)C (stereo not drawn)	113	103	103	99	105	100	94	121
O=C(O)c1c(O)cc(O)cc1O	107	106	102	109	110	110	104	111

Rewritten with each value named: 4 of the compounds above
mol: Cn1cc(-c2cc(N)n3nc(-c4cn(C)c5ccc(Br)cc45)cc3n2)c2cc(Br)ccc21
  SR: -13*	K-562: 5.1*	MCF7: 1.4*	MDA-MB-468: 98	MOLT-4: 49	MDA-MB-435: 31	RPMI-8226: 64	MDA-MB-231: 63
mol: CCCCCNC(=O)c1ccc(NC(=O)CCl)s1
  SR: 30	K-562: 49	MCF7: 77	MDA-MB-468: 68	MOLT-4: 69	MDA-MB-435: 86	RPMI-8226: 96	MDA-MB-231: 86
mol: COc1cccc(/C=C\C(=O)c2ccccc2)c1
  SR: 48	K-562: 31	MCF7: 12	MDA-MB-468: 69	MOLT-4: 29	MDA-MB-435: 73	RPMI-8226: 6.2*	MDA-MB-231: 88
mol: OC1CCC2CCCC2C1 (stereo not drawn)
  SR: 114	K-562: 123	MCF7: 100	MDA-MB-468: 103	MOLT-4: 125	MDA-MB-435: 100	RPMI-8226: 99	MDA-MB-231: 112

Continued:
SMILES	SR	K-562	MCF7	MDA-MB-468	MOLT-4	MDA-MB-435	RPMI-8226	MDA-MB-231
COc1cc2c3c(n(CCCNCC4CC4)c(=O)c2cc1OC)-c1cc2c(cc1C3=O)OCO2	x	x	-77*	41	x	65	-43*	-74*
C[C@H]1OCC2(CCN(c3cnc(C(=O)Nc4cc(F)cc5cccnc45)cn3)CC2)[C@H]1N	-0.5*	6.3*	1.1*	-4.2*	17	80	42	32
CCCCCCOC(=O)N1CCCCC1CCC (stereo not drawn)	110	116	95	x	110	104	69	94
CC1=C2[C@@H](CC1)[C@]1(C)O[C@@](C(C)C)(C[C@H]1OC(=O)CO)[C@H]2OC(=O)C1CC1c1ccccc1 (stereo partly drawn)	82	68	75	93	76	97	89	90
CN1CCN(CCCOc2cccc3nc(Nc4ccc(F)c(F)c4)ccc23)CC1	0.2*	-42*	-88*	-67*	-38*	-82*	-14*	-70*
CCOC(=O)c1nnn(-c2ccccc2)c1C1=CN(C)CCC1	89	x	93	120	97	105	113	112
OCC(S)CS (stereo not drawn)	71	87	83	93	41	87	87	74
COP(=O)(OC)C(c1ccc(O)cc1)(c1ccc(O)cc1)c1ccc(O)cc1	93	91	109	x	94	118	99	94
COC(=O)/C=C1/SC(=Nc2cccc(Cl)c2)N(CCc2c[nH]c3ccc(O)cc23)C1=O	-8.4*	5.7*	16	25	-8.3*	16	-24*	29
CCOP(=O)(OCC)c1nc(-c2ccccc2)oc1NCc1ccccc1Cl	88	99	95	106	87	104	80	96

Compound profiles (already shown):
C[C@H]1OCC2(CCN(c3cnc(C(=O)Nc4cc(F)cc5cccnc45)cn3)CC2)[C@H]1N is listed with SR: -0.5*; K-562: 6.3*; MCF7: 1.1*; MDA-MB-468: -4.2*; MOLT-4: 17; MDA-MB-435: 80; RPMI-8226: 42; MDA-MB-231: 32
CN1CCN(CCCOc2cccc3nc(Nc4ccc(F)c(F)c4)ccc23)CC1 is listed with SR: 0.2*; K-562: -42*; MCF7: -88*; MDA-MB-468: -67*; MOLT-4: -38*; MDA-MB-435: -82*; RPMI-8226: -14*; MDA-MB-231: -70*

Next part
SMILES	SR	K-562	MCF7	MDA-MB-468	MOLT-4	MDA-MB-435	RPMI-8226	MDA-MB-231
COc1ccc(S(=O)(=O)NCCCNc2nccc(-c3c(-c4ccc(F)cc4)nc4sccn34)n2)cc1	28	18	34	61	34	28	48	75
CCc1c(Nc2ccc(Cl)c(Cl)c2)nc(N)[nH]c1=O	54	65	64	89	94	81	78	86
COc1ccc(Oc2nc(Nc3ccc(N4CCOCC4)nc3)ncc2NC(N)=O)cc1	93	95	97	92	93	95	x	105
CCOC(=O)OC1CCCC(OC(=O)OCC)C1 (stereo not drawn)	86	84	97	104	89	104	97	114
CN(C)Cc1c(-c2ccccc2)oc(-c2ccccc2)c1Cl	x	107	95	120	103	99	67	107
COc1ccc(-c2nnc(SCC(=O)Nc3nc(-c4ccccc4)cs3)o2)cc1	x	88	90	94	96	104	89	96
O=C(NO)c1ccc(C(=O)NO)c(Br)c1	118	124	95	98	138	113	99	109
O=S(=O)(O)c1ccc(N/N=C/c2ccc(Cl)c(Cl)c2)cc1	111	x	115	111	115	102	116	100
C#CCOc1ccc(/C=N\Nc2nc(-c3ccc(C)cc3)cs2)cc1OC	83	70	62	71	79	92	68	89
COc1ccc(Nc2ccc(N)cc2)cc1	107	111	91	94	105	102	101	100
O=C1C(Cl)C(c2ccccc2Br)N1n1cnnc1 (stereo not drawn)	x	104	95	99	105	98	102	100
O=C1CC(=O)N(c2cn3c(-c4ccc(Cl)cc4)csc3n2)N1	74	88	89	104	79	94	85	107
COc1ccc(C2CC(c3cccc(Nc4ccnc5cc(Cl)ccc45)c3)=NN2c2ccc(Cl)cc2)cc1 (stereo not drawn)	70	13	65	64	x	31	43	75
O=C(NN1C(=O)CSC1c1ccc(Cl)cc1)c1cccnc1 (stereo not drawn)	x	x	111	115	x	87	75	156
COCC1OC(OC2(COC)OC(COC)C(OC)C2OC)C(OC)C(OC)C1OC (stereo not drawn)	91	108	96	107	98	118	104	94
Cc1ccc(S(=O)(=O)CCCl)cc1	90	96	100	118	96	117	101	117
Nc1cc(Nc2ccc(Br)cc2)nc(N)n1	x	82	87	84	61	91	76	119
COc1cc(OC)c2sc(-c3ccc(-n4cncc4-c4ccc(OC)c(OC)c4)cc3)nc2c1	51	65	44	31	34	53	33	68
CCOC(=O)/C=c1\sc2n(c1=O)C1C(NN=2)N(C)C(=O)N1C (stereo not drawn)	93	102	97	95	103	106	110	105
C(=C1c2ccccc2-c2ccccc21)c1ccncc1	9.6*	11	19	0.2*	39	-22*	x	44
CC(C)COC(=O)c1ccc(NC(=O)CCCl)cc1	98	91	100	91	85	91	92	100
Cc1ccc(NC(=O)CNc2cc(C(N)=O)cc(F)c2C)c(Cl)c1	95	94	87	105	90	97	91	67
C[C@H](c1nc2ccc(C(F)(F)F)cc2[nH]1)[C@H]1CC[C@H]2[C@@H]3CCC4=CC(=O)CC[C@]4(C)[C@H]3CC[C@]12C	60	49	58	57	72	83	56	78
O=C(Nc1nnc(/C=C/c2ccccc2)s1)c1ccccc1	92	96	92	108	91	103	89	108
COc1ccc2cc(-c3nc(C)c(C(C)=O)c(-c4ccc(C)cc4)n3)ccc2c1	108	125	88	74	106	89	87	81
CSc1ccccc1C#Cc1ccccc1C#CCCCCN1CCCCC1=O	86	95	96	x	112	107	85	96
COc1ccc(CCNC(=O)C(=O)C(Cc2ccccc2)NC(=O)c2[nH]c3ccccc3c(=O)c2C)cc1 (stereo not drawn)	x	86	91	96	89	101	100	94
N=C(N)c1ccc(-c2ccc(-c3ccc(C(=N)N)c(F)c3)s2)s1	115	78	40	91	98	82	x	96
CC(C)(C)c1nn(-c2ccccc2)c2c1C(=O)CSC(c1ccc3c(c1)OCO3)N2 (stereo not drawn)	79	x	90	120	86	100	102	99
CC(C)C(C(=O)NCCN1CCOCC1)N1C(=O)/C(=C/c2ccc(Br)cc2)SC1=S (stereo not drawn)	111	96	95	99	102	101	98	108
CC1=CC(=O)C(C(C)=Nc2ccccc2Cl)C(=O)O1 (stereo not drawn)	x	105	118	x	101	111	x	105
O=C(NC(=S)Nc1ccc(-c2nc3ccccc3o2)cc1)c1ccc2ccccc2c1	69	77	90	89	91	96	82	81
S=c1[nH]nc(CSc2ncnc3c2c(-c2ccccc2)cn3-c2ccc(Cl)cc2)o1	105	92	94	108	98	104	98	94
O=C(O)c1cn(C2CC2)c2cc(N3CCN(Cn4nc(-c5cccnc5)oc4=S)CC3)c(F)cc2c1=O	112	100	92	95	97	101	100	108
CC(=O)OC1C[N+](C)(C)CCCC1(c1ccccc1)c1ccccc1 (stereo not drawn)	92	106	103	95	85	106	x	99
Cc1cc(N=C2NC(=O)CS2)n[nH]1	x	x	-92*	114	x	113	144	104
Cc1ccccc1NC(=O)CSC(N)=O	118	98	100	99	94	104	101	103
c1ccc2c(c1)OC1OC2Oc2ccccc21	76	96	107	97	95	115	106	114
O=C(c1ccccc1)C(Cl)c1ccccc1 (stereo not drawn)	61	61	37	74	79	104	93	99
CC(=O)Nc1ccc(S(=O)(=O)/N=C(/C)N)cc1	96	94	101	89	99	108	97	108
O=S(O)(O)=S	100	107	97	101	109	110	103	105
CC1[C@H]2[C@H](C[C@H]3[C@@H]4CC=C5c6sc(Nc7ccc(F)cn7)nc6CC[C@]5(C)[C@H]4CC[C@@]32C)O[C@]12CC[C@@H](C)CO2 (stereo partly drawn)	80	73	65	97	95	90	70	93
N=C(N)c1ccc(S(N)(=O)=O)cc1	x	106	99	97	102	99	128	110
Nc1ccc(S(=O)(=O)NC(CSSCC(NS(=O)(=O)c2ccc(N)cc2)C(=O)O)C(=O)O)cc1 (stereo not drawn)	86	96	98	98	83	104	108	106
COC(=O)C[C@@H]1CC=CC(=O)/C1=C(O)/C=C/c1ccccc1	5.6*	3.1*	-3.1*	-85*	3.1*	-32*	31	-63*
COc1cc2oc(-c3cccc(NC(=O)[C@@H](NC(=O)OC(C)(C)C)C(C)C)c3)cc(=O)c2c(OC)c1OC	58	97	95	76	77	109	66	70
NNCCc1ccc(NC(=O)CCCc2ccccc2)cc1	90	81	93	98	93	101	88	89
COc1cccc(/C=N\NC(=O)CCCC(=O)N/N=C/c2cccc(OC)c2)c1	103	103	104	106	104	113	106	90
CCOC(=O)C(C(C)=O)c1nc2sc3cc(Cl)c(Cl)cc3n2c(=O)c1C#N (stereo not drawn)	105	92	65	90	90	106	99	87
O=c1n(Cc2ccc3ccccc3c2)ccn1Cc1ccc2ccccc2c1	97	106	98	94	92	107	104	91
Other entries.
SMILES	SR	K-562	MCF7	MDA-MB-468	MOLT-4	MDA-MB-435	RPMI-8226	MDA-MB-231
O=CNc1ccc(Oc2ccc(NC=O)cc2)cc1	113	97	93	96	95	95	98	96
O=C(/C=C/c1c(-c2ccc(F)cc2)nc2sccn12)c1cc(F)cc(F)c1	x	107	54	88	113	109	82	93
COc1ccc(C)cc1NC(C)=O	95	103	89	94	99	103	103	104
O=C(C=Nc1cc2c(cc1Br)-c1ccccc1C2=O)c1ccc(Br)cc1	105	105	89	105	89	103	96	93
CCCCCCCCCCCCCCCCNC(=S)N/N=C/c1ccc(OC)c(OC)c1	95	94	85	111	82	107	111	114
O=C(O)c1ccc2c([N+](=O)[O-])cccc2n1	98	101	105	106	97	109	105	105
CCCCCCC(NC(=O)c1ccccc1)C(=O)O (stereo not drawn)	103	99	96	116	94	117	100	102
NC(=O)c1cc(-c2ccc3ncnc(N4CCc5cc(F)c(Cl)cc54)c3c2)cnc1N	18	35	11	-35*	-12*	25	-8.0*	34
COc1ccc2c(c1)c(-c1nc(-c3c[nH]c4ncccc34)cs1)cn2CCO	38	44	20	1.6*	55	66	40	52
CC1=C(C)C[C@]2(C(=O)O[C@H]3CCCC[C@@H]32)[S@](=O)C1	92	102	95	114	105	103	111	125
O=C(O)/C=C/c1ccccc1Cl	99&82	105&107	91&94	98&93	103&100	92&101	111&97	104&106
CN1C2C=CC(=O)C1C1C(=O)N(c3ccccc3)C(=O)C12 (stereo not drawn)	67	41	45	0.7*	74	80	38	94
CC(=O)C(C)CCc1ccccn1 (stereo not drawn)	x	107	104	120	103	99	99	127
